# Cneo AK release: Cryptococcus neoformans lysis via adenylate kinase release; AID 651654; lysis activity, % at 15 µM; C. neoformans lysis, adenylate kinase release luminescence, 4 h; normalised: neutral wells 0, clomiphene wells 100; actives 0.2% (n = 360,000);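 active = mean lysis activity across replicates of at least 80%, whatever share of replicates individually reach that level; inactive = mean lysis activity below 80%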
#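 Assay system: Cryptococcus neoformans yeast cells / Dosing: single-point compound dose / Timing: 4 h at 37 °C static, read 1 h later / Measured by: luminescence of released adenylate kinase using an AK detection reagent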
# GSIS activator: GLuc luminescence reporter in INS-1E cells, primary screen for activators of glucose-dependent secretion of insulin; AID 743287; INS-1E GLuc reporter insulin secretion, 2-3 h; activation, % at 16.6 µM; actives 0.61% (n = 370,000);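 active = lowest replicate activation of at least 40%, so every replicate reaches that level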;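 note: 0% = median of neutral control wells and 100% = median of IBMX positive control wells; some compounds called inactive have numbers as strong as hits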
# PGC1a acetyl inh: lowers PGC1a acetylation signal in U2OS cells. AlphaScreen anti-acetyl-lysine; with virally co-expressed GCN5 acetyltransferase. inhibition, % at 15.6 µM. actives 0.17% (n = 350,000). AID 651687;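 active = every replicate shows inhibition of at least 40%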;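 note: 0% = neutral control wells and 100% = positive control wells; some results beyond the cut were filed as inactive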
# PAX8 reporter: inhibitors of PAX8 transcriptional activity in RMG-I cells | RMG-I TPO-luciferase reporter, SteadyGlo, 24 h | inhibition, % at 12.6 µM | actives 1.2% (n = 360,000) | AID 652154;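 active = mean replicate inhibition at least 60% with every replicate also reaching 60%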;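 note: luciferase light reporting Pax8 driven TPO promoter activity; plate controls were median of neutral control wells for no effect and mitoxantrone controls for full effect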
# LGR2 antag: inhibitors of bursicon-induced Drosophila LGR2 receptor cAMP signaling; HEK293 LGR2, CRE-luciferase, bursicon-stimulated, 4 h; inhibition, % at 9.99 µM; actives 0.35% (n = 380,000);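 active = drop in luminescence signal, shown as inhibition above about 50% in the replicate tests, limit read from the data, passing the limit was not always enough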;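 note: agonist challenge used bursicon conditioned medium at about half maximal strength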
# C2C12 statin: protects C2C12 myotubes from simvastatin toxicity; ATP luminescence, 48 h; scaled: DMSO 0, geranylgeraniol control 100; rescue of ATP level, % at 7.49 µM; actives 0.78% (n = 330,000); AID 602340;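 active = mean ATP rescue above about 67%, or every replicate alone reaching that limit, limit read from the data, passing the limit was not always enough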;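 note: myotubes were challenged with 10 µM simvastatin during compound exposure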
# ARNT-TACC3 inh: disrupts binding between human ARNT and TACC3; actives 0.66% (n = 390,000); Q9Y6A5; inhibition, % at 9.99 µM; AlphaScreen His-ARNT PAS-B/GST-TACC3 binding, luminescence; TACC3 fragment carries E629A point mutation;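 active = mean inhibition of replicates at least 50% and at least half of replicates each reaching 50%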;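 note: 0% = complete ARNT plus TACC3 wells and 100% = ARNT alone without TACC3; many hits fall short of the cut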
# PglD inh: blocks C. jejuni PglD acetyltransferase activity; purified PglD enzyme, DTNB colorimetric CoA detection; inhibition, % at 12.5 µM; actives 0.098% (n = 360,000); AID 602405; in the data active = inhibition above about 16%, passing the limit was not always enough; note: strong numbers were not always called active
# * hit, by the source's call; / = no result given.
SMILES,Cneo AK release,GSIS activator,PGC1a acetyl inh,PAX8 reporter,LGR2 antag,C2C12 statin,ARNT-TACC3 inh,PglD inh
CC(C)(C)OC(=O)N1CCC(c2c(C(=O)NC3CC3)cnn2-c2ccccc2)CC1,-3,4,-7,7,-21,25,2,-6
O=C(O)CCC(=O)N1CCc2cc(S(=O)(=O)N3CCN(c4ccc(F)cc4)CC3)ccc21,-7,/,-20,18,-5,-2,-27,9
CCOC(=O)C(Cc1ccccc1)NC(=O)CCC(=O)c1ccc(OC)cc1 (stereo not given),4,-3,0,-16,11,4,4,-4
O=C(COC(=O)c1ccc(NS(=O)(=O)c2cccs2)cc1)NCC1CCCO1 (stereo not given),/,-4,1,-14,3,/,-7,/
CCOC(=O)C1=C(C)N=c2sc(=Cc3cc(Cl)c(OCC(=O)O)c(OC)c3)c(=O)n2C1c1ccccc1Cl (stereo not given),-3,-8,/,14,3,17,/,-3
O=C(Nc1cc(S(=O)(=O)N2CCOCC2)ccc1N1CCCCC1)c1ccccc1,-5,/,9,11,3,-11,2,-4
COc1ccc(C#Cc2ccc([C@H]3[C@H](CO)N4C(=O)CN(C(=O)C5CCOCC5)C[C@@H]34)cc2)cc1,/,5,6,-40,-11,/,/,/
COc1ccc(CN(C)C[C@H]2OCCCC[C@@H](C)Oc3ccc(N(C)C)cc3C(=O)N([C@H](C)CO)C[C@H]2C)cc1,/,-4,-4,-7,-16,-4,/,7
CCCCC1CC1C(=O)Nc1ncc2c(n1)CC(C)(C)CC2=O (stereo not given),/,-2,-3,/,-15,8,-5,/
CN(CC1COc2ccccc2O1)C(=O)Cn1cc(C(F)(F)F)ccc1=O (stereo not given),/,-4,-4,-7,-2,-6,/,/
COc1ccc(/C=C2\SC(=O)N(CC(=O)NCCCn3ccnc3)C2=O)cc1,-1,2,4,-78,-5,8,-2,-1
O=C(CSc1nc2ccccc2c(=O)[nH]1)Nc1ccc(N2CCOCC2)c(Cl)c1,/,-12,-2,-10,-12,-16,-15,/
CC(=O)NCCc1nc2cc(NC(=O)c3ccc([N+](=O)[O-])cc3)ccc2n1C,-2,-15,11,-123,-44,5,-4,4
CCN(c1ccccc1)S(=O)(=O)c1cc(NC(=O)Nc2ccccc2C#N)ccc1Cl,/,-18,/,11,14,/,-1,/
CC1CCN(c2c(NCc3ccc(C(=O)N4c5ccccc5CC4C)cc3)c(=O)c2=O)CC1 (stereo not given),-3,-7,-7,33,10,-2,1,2
CN(Cc1ccc(F)cc1)C(=O)c1cc(S(=O)(=O)N2CCCCC2)ccc1N1CCOCC1,-2,1,-8,-5,-2,6,0,-7
NC(=O)c1cc([N+](=O)[O-])ccc1NCc1ccc(N)cc1,1,3,/,35,-13,6,-6,-10
C=CCn1c(-c2ccc(Cl)cc2)cnc1SC(C)C(=O)NC(N)=O (stereo not given),0,-9,-2,-11,7,-13,/,7
CCc1nnc(NC(=O)C2CCCN2C(=O)Nc2ccc(C)cc2)s1 (stereo not given),2,6,-1,-94,-3,10,-1,-6
O=c1n(S(=O)(=O)c2cccc3cccnc23)c2ccccc2n1S(=O)(=O)c1cccc2cccnc12,-2,/,-10,/,5,-6,/,-1
O=C(CNC(=O)C1COc2ccccc2O1)Nc1ccc(F)c(F)c1 (stereo not given),/,-30,11,/,-5,-4,/,/
O=C(Nc1ccnn1C1CCN(Cc2ccc(O)c(Cl)c2)CC1)C1CCCC1,-2,-6,-1,9,-5,4,-1,3
CC(C)n1c(C(F)(F)F)nc2cc(C(=O)N3CCC(O)CC3)ccc21,0,/,-5,4,/,-12,3,1
Cc1ccc(NC(=O)c2cc(S(=O)(=O)N3CCc4ccccc43)cn2C)cc1,2,-13,9,21,8,1,/,-1
COc1ccc(NC(=O)CC2C(=O)N(C)C(=S)N2Cc2ccncc2)cc1 (stereo not given),-1,4,0,5,5,/,-1,-1
CC(=O)Nc1ccc(NC2=CC(=O)CC(C)(C)C2)cc1,0,/,-16,/,/,-8,-8,-1
N#CCC(=O)NC1CCC(CC2CCC(NC(=O)CC#N)CC2)CC1 (stereo not given),4,4,3,0,-5,/,0,2
Cc1cc(NC(=O)CCC(=O)N(Cc2ccccc2)C(C(=O)NC2CCCC2)c2ccc(C)o2)no1 (stereo not given),-6,-24,/,11,1,27,-2,-2
CC(CCc1ccccc1)NC(=O)c1nnc(Cc2ccc(Cl)cc2)o1 (stereo not given),0,/,-7,-8,/,13,-14,15
CC1=C(C(=O)OC(C)C)C(c2c(O)ccc3ccccc23)NC(=O)N1 (stereo not given),-2,/,-13,24,-13,11,0,-1
Cc1ccc(S(=O)(=O)N(C)C[C@H]2Oc3c(NC(=O)c4ccncc4)cccc3C(=O)N([C@@H](C)CO)C[C@H]2C)cc1,9,-8,2,16,9,43,-3,0
COc1ccc(/C=C2\SC(N)=NC2=O)cc1,-5,-21,14,-4,2,1,-8,-2
N#C[C@@H]1[C@@H](c2ccc(-c3ccncc3)cc2)[C@@H](CO)N1C(=O)C1CCC1,1,13,8,-2,5,1,-24,-4
COc1ccc(C(=O)n2c(N)nc3ccccc32)cc1OC,-2,-1,/,-81,-37,-8,0,0
Cc1cccc(C)c1OCc1cc(C(=O)N2CCN(c3ccc(F)cc3)CC2)no1,-2,-19,-2,-173,-79,8,19,-2
O=C1C2CC=CCC2C(=O)N1Nc1ccccc1 (stereo not given),/,-4,-2,18,-8,/,25,/
COc1ccccc1CNC(=O)C[C@H]1C[C@@H]2c3cc(NC(=O)NC4CCCC4)ccc3O[C@@H]2[C@H](CO)O1,1,13,-1,23,0,-7,-4,1
C[C@@H]1CN([C@@H](C)CO)C(=O)c2cc(NS(=O)(=O)c3ccc(F)cc3)ccc2O[C@@H](C)CCCCO[C@@H]1CN(C)C(=O)Nc1cccc2ccccc12,1,-4,5,25,21,/,-4,-1
C=CCN(C(=O)c1ccc2snnc2c1)c1ccccc1,1,6,5,12,3,-4,-6,-3
COc1ccccc1-c1ccc([C@H]2[C@@H](C#N)N(C(=O)C3CCC3)[C@@H]2CO)cc1,-5,-2,-11,-11,-6,-9,-9,-2
Cc1noc(C)c1COC(=O)c1ccc2c(c1)OCCO2,0,32,-11,-14,-6,/,/,0
Cc1cc2cc3c(cc2nc1SCC(=O)N1c2ccccc2CC1C)OCO3 (stereo not given),-2,/,-4,/,/,/,0,3
CCC(C)(C)C1CCC2(CC1)NC(=O)N(CC(=O)Nc1nc(-c3ccc(C)cc3)cs1)C2=O (stereo not given),-4,/,-5,/,/,-6,-4,-4
O=C(CC1CC1)N1CC2(C1)[C@H](c1ccccc1)[C@@H](CO)N2Cc1cccc(F)c1,/,-11,28,2,14,/,/,/
Cc1cccn(Cc2c(F)cccc2Cl)c1=O,2,-2,7,2,6,/,1,-5
CC(C)C(NS(=O)(=O)c1ccccc1)C(=O)N1CCCCCC1 (stereo not given),0,16,-5,2,7,8,-10,0
COc1cccc(-c2cc3nc(NCCCN(C)C)n(C)c(=O)c3s2)c1,-1,12,/,-8,27,1,/,-6
COc1ccc(S(=O)(=O)N(C)C[C@@H]2OCCCC[C@@H](C)Oc3ccc(NC(=O)Nc4cccc5ccccc45)cc3C(=O)N([C@H](C)CO)C[C@H]2C)cc1,0,4,-16,-1,4,/,/,1

# Compounds from the list above that have a CF3 group, in the order listed:
SMILES,Cneo AK release,GSIS activator,PGC1a acetyl inh,PAX8 reporter,LGR2 antag,C2C12 statin,ARNT-TACC3 inh,PglD inh
CN(CC1COc2ccccc2O1)C(=O)Cn1cc(C(F)(F)F)ccc1=O (stereo not given),/,-4,-4,-7,-2,-6,/,/
CC(C)n1c(C(F)(F)F)nc2cc(C(=O)N3CCC(O)CC3)ccc21,0,/,-5,4,/,-12,3,1

# Further entries follow:
SMILES,Cneo AK release,GSIS activator,PGC1a acetyl inh,PAX8 reporter,LGR2 antag,C2C12 statin,ARNT-TACC3 inh,PglD inh
COC(=O)c1sc(SC)c(-c2ccon2)c1C,/,23,-7,-13,-2,/,-3,/
Cc1ccc(-c2nc(C=Nc3cccc(C)c3)c(O)o2)cc1,/,-3,-29,0,-9,/,0,/
CCOc1ccc(NC(=O)c2ccc(F)c(S(=O)(=O)N3CCCC3)c2)cc1,2,/,-10,15,2,-9,/,-3
CCCCC1CCCOC(C(=O)NCCNCCO)(C(F)(F)F)C1 (stereo not given),1,-2,16,-13,19,-8,1,0
CS(=O)(=O)N1CCC(C(=O)NCC2CCCO2)CC1 (stereo not given),-1,/,-6,/,/,-11,-108,-1
CC1(C)CC(=O)C2=C(C1)N(CCN1CCOCC1)C1=C(C(=O)CC(C)(C)C1)C2c1cccc(F)c1,-1,/,-19,10,/,1,-3,-3
O=C(C[C@H]1CC[C@@H]2[C@H](COC[C@@H](O)CN2C(=O)Nc2ccccc2)O1)NCCCN1CCOCC1,-6,23,5,-9,-8,9,-4,-1
COc1cccc(/C=N/NC(=O)CN(CCc2ccccc2)S(=O)(=O)c2ccc(NC(C)=O)cc2)c1,/,/,5,-21,/,2,-20,/
COc1ccc(CC(=O)NNC(=S)NC(=O)c2cccnc2)cc1,2,/,/,-4,16,-4,6,-1
C[C@H]1CCCCO[C@@H](CN(C)C(=O)Nc2ccccc2)[C@@H](C)CN([C@@H](C)CO)C(=O)c2cc(NS(=O)(=O)c3cn(C)cn3)ccc2O1,-10,8,0,-21,9,/,-3,-5
Cc1ccccc1OCC(=O)OCC(=O)Nc1ccc2c(c1)OCO2,-1,-1,/,-6,3,6,-1,-3
O=S(=O)(NC1CCSc2ccccc21)c1ccccc1 (stereo not given),-1,12,/,-2,9,0,1,/

# 5 entries already listed, sorted by the number in LGR2 antag, smallest number first:
canonical_smiles	LGR2 antag
Cc1ccc(-c2nc(C=Nc3cccc(C)c3)c(O)o2)cc1	-9
COC(=O)c1sc(SC)c(-c2ccon2)c1C	-2
CCOc1ccc(NC(=O)c2ccc(F)c(S(=O)(=O)N3CCCC3)c2)cc1	2
Cc1ccccc1OCC(=O)OCC(=O)Nc1ccc2c(c1)OCO2	3
CCCCC1CCCOC(C(=O)NCCNCCO)(C(F)(F)F)C1 (stereo not given)	19

# Next compounds.
SMILES,Cneo AK release,GSIS activator,PGC1a acetyl inh,PAX8 reporter,LGR2 antag,C2C12 statin,ARNT-TACC3 inh,PglD inh
CC(=O)N1N=C(c2ccc(Cl)cc2)OC1(C)C,/,-3,/,5,5,/,-1,/
O=C(c1cccc(NC2=NC3CS(=O)(=O)CC3S2)c1)N1CCN(c2ccc(F)cc2)CC1 (stereo not given),0,-9,6,-2,12,-3,4,-1
Fc1ccc(OCc2nn3c(Cn4nnc5ccccc54)nnc3s2)cc1,-2,/,-3,0,/,-1,-1,-3
CCN(CC)S(=O)(=O)c1cc(NC(=O)CN2CCN(c3ccccn3)CC2)ccc1C,-3,-20,/,8,5,/,3,2
CC(=O)N[C@@H]1CC[C@H](CCNC(=O)C2CCCC2)O[C@H]1CO,-5,14,6,-8,10,-4,-6,2
FC(F)(F)c1ccc(Oc2ccc3ccccc3c2Br)nc1,/,1,/,17,-7,/,-4,/
O=c1[nH]c(=O)c2nc(-c3ccc(Cl)cc3)cnc2[nH]1,-2,8,10,-2,-20,-11,5,2
CCC(=O)N1CC2(CN(Cc3ccccc3Cl)C2)c2c([nH]c3cc(OC)ccc23)[C@H]1CO,/,-6,-4,35,-13,/,/,/
CC1CCCCC1NC(=O)COC(=O)CCC(=O)c1cccs1 (stereo not given),2,24,/,-3,7,0,-3,1
CCOC(=O)c1ccc(NC(=O)C2CC3CCC2C3)cc1 (stereo not given),-13,/,-15,-169,-18,/,/,0
COC(=O)c1cccc(NC(=O)CC2C(=O)NCCN2C(=O)c2ccc(F)cc2F)c1 (stereo not given),-1,9,/,-77,2,-7,-34,2
CC1CCCN(CC(=O)Nc2ccc(S(=O)(=O)N3CCCCC3)cc2)C1 (stereo not given),2,-13,-10,/,1,23,1,0

# Screening data: PubChem BioAssay, Broad Institute
